D3 antag: qHTS of D3 Dopamine Receptor Antagonist: qHTS. D(3) dopamine receptor (Homo sapiens), P35462. D3R cells, DiscoveRx beta-arrestin luminescence, antagonist mode; stronger effect = lower value. max response, negative = inhibition, %. actives 2.5% (n = 360,000); in the data active = max response below about -50%; inconclusive = no clear call, values can overlap the other calls; also: % is scaled to controls: 0 for no effect and ±100 for the full control effect; mostly tested at two doses, the higher about 12 µM
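Cells expressing the human receptor were seeded at 1500 cells/well, incubated overnight at 37 degrees C in 5% CO2, then exposed to library compounds with dopamine controls for 90 minutes at 37 degrees C before luminescent detection.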
TDP43 rescue: qHTS of TDP-43 Inhibitors | actives 1.8% (n = 410,000) | AID 652104, 2013 | TDP-43 expressing yeast growth rescue, BacTiter-Glo, 24 h | Potency, µM (highest dose often 46.1 µM), for the others: top-dose growth rescue (activation), actives largely listed as activators; also: potency is read from the fitted curve at half-maximal effect; % of control where 0% means no effect; nearly all actives have a fitted effect of over 50% in size
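Luminescence from BacTiter-Glo reports growth of TDP-43-expressing yeast after 24 hr at 30 deg C with compound. Cells were raffinose-pregrown to mid-log, then seeded in galactose medium at OD600=0.02.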
D3 ag: qHTS of D3 Dopamine Receptor Agonist: qHTS | D(3) dopamine receptor (Homo sapiens), P35462 | D3R DiscoveRx beta-arrestin cells, luminescence, 90 min | max activation, % | actives 0.58% (n = 410,000) | AID 652048, 2013; in the data active = max activation above about 30%; also: 0% is about no effect; mostly tested at two doses, the higher about 12 µM
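Agonist-mode cell screen: cells plated at 1500/well and incubated overnight at 37 °C, then exposed to library compounds for 90 min at 37 °C. Detection reagent was added for 30–60 min at room temperature, and luminescence was read.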
EPAC2 antag: qHTS for Antagonist of cAMP-regulated guanine nucleotide exchange factor 2 (EPAC2): primary screen | AID 720708, 2013 | Potency, µM (doses to about 114 µM), without a hit: at the top dose activity, negative = inhibition, hits mostly inhibitors | actives 0.18% (n = 360,000) | EPAC2 GEF exchange of Rap1B-BODIPY-GDP, fluorescence | Rap guanine nucleotide exchange factor 4 (Homo sapiens), Q8WZA2; also: potency is read from the fitted curve at half-maximal effect; % is scaled to controls: 0 for no effect and ±100 for the full control effect; nearly all actives have a fitted effect of over 45% in size; many of its hits are not listed in these tables
Target sequence (Q8WZA2 whole entry, looked up): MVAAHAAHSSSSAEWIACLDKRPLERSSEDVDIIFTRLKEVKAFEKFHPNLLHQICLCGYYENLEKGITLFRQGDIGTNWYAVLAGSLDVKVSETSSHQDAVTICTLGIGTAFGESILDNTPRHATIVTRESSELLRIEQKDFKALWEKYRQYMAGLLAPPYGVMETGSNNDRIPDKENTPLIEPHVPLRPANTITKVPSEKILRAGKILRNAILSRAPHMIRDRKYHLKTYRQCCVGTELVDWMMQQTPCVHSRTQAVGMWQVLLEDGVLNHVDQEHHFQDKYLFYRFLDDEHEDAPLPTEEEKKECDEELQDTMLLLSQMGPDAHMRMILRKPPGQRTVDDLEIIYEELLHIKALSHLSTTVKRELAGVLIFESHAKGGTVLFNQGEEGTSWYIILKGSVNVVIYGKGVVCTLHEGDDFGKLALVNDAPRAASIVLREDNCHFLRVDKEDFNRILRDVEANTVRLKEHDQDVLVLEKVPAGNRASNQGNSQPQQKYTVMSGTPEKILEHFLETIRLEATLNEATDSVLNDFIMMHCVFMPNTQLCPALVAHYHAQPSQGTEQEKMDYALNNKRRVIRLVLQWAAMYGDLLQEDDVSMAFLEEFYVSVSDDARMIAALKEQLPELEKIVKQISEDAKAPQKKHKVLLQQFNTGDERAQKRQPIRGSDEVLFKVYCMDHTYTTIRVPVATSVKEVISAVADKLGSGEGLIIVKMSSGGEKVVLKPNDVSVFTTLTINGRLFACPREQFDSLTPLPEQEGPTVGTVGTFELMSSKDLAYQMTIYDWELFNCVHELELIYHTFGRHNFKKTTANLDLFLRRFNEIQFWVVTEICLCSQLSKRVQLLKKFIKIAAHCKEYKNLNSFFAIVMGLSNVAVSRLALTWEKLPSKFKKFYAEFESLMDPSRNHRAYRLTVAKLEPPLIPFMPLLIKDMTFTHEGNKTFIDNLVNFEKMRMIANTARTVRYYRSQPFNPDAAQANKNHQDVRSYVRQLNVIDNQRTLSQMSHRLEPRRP
aSyn rescue: qHTS of alpha-syn Inhibitors; Yeast expressing alpha-synuclein, growth rescue, BacTiter-Glo, 24 h; Potency, µM (highest dose often 46.1 µM), for the others: at the highest dose growth rescue (activation), usual class: activators; actives 0.14% (n = 370,000); also: potency is read from the fitted curve at half-maximal effect; % of control where 0% means no effect; nearly all actives have a fitted effect of over 65% in size
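Rescue of yeast growth: cells expressing toxic alpha-synuclein, induced in galactose at OD600 0.02, incubated with compound 24 h at 30 C. ATP luminescence quantified growth; inhibitors of toxicity appear as activators.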
Abeta yeast res: qHTS for compounds that reverse cellular toxicity of Amyloid beta (A-beta) peptide in yeast: Primary Screen; yeast expressing A-beta42, growth rescue, OD600, 48 h; response scale: 0% DMSO, 100% iron-clioquinol control; Potency, µM (top dose mostly 46.1 µM), without a hit: at the highest dose growth rescue, actives largely listed as activators; actives 0.063% (n = 410,000); AID 1347071, 2019; also: potency is read from the fitted curve at half-maximal effect; nearly all actives have a fitted effect of over 55% in size
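Yeast A-beta toxicity model in growth medium with pinned compounds, 48 h at 30 C; growth read as absorbance at 600 nm. Normalized to FeCl3/clioquinol equimolar mix (positive) and DMSO (negative).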
EPAC2 ag: qHTS for Agonist of cAMP-regulated guanine nucleotide exchange factor 4 (EPAC2): primary screen. Rap guanine nucleotide exchange factor 4 (Homo sapiens), Q8WZA2. actives 0.079% (n = 360,000). AID 720711, 2013. EPAC2 activation, biochemical qHTS; response scale: 100% = 6.5 mM cAMP response. Potency, µM (titrated, usually from 154 µM), inactives show at the highest dose activation, hits mostly activators; also: potency is read from the fitted curve at half-maximal effect; nearly all actives have a fitted effect of over 50% in size
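Readout is BODIPY fluorescence (480 nm excitation, 540 nm emission), which falls as labeled GDP is exchanged off Rap1B. EPAC2 at 100 nM acted on 250 nM RAP1B-BODIPY-GDP with 50 uM GDP present.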
FUS yeast rescue: qHTS for Suppressors of FUS Proteinopathy: Primary screen using FUS-linked yeast assay | S. cerevisiae FUS-expressing, growth rescue, OD600, 24 h | Potency, µM (series often up to 76.6 µM), for the others: at the highest dose growth rescue (activation), usual class: activators | actives 0.24% (n = 390,000) | AID 1347120, 2019;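 also: potency is read from the fitted curve at half-maximal effect; plate controls were DMSO vehicle for no effect and reference control for full effect; nearly all actives have a fitted effect of over 55% in size; some results filed as inactive show a strong effect at the top dose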
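Yeast expressing FUS under galactose induction, OD 0.005 in 2% galactose medium; compounds in a dilution series, 24 h at 30C. Growth rescue by absorbance at 600 nm; CP55940 positive control, DMSO negative.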
Active calls of the source: *; u = inconclusive; x = no result given; [ ] = remark or other dose. Unless noted, calls follow the shape of the dose curve; as a rule, active = well fitted curve in the direction sought with a large enough effect; inconclusive = small, poorly fitted or top-dose-only effect, or another doubt; inactive = no such curve, though single readings can be large; an effect the other way counts as inactive or inconclusive. These rows are one share of the data; the hit share may differ from the screen's.

Keys: A = D3 antag; B = TDP43 rescue; C = D3 ag; D = EPAC2 antag; E = aSyn rescue; F = Abeta yeast res; G = EPAC2 ag; H = FUS yeast rescue
1. CC1=C(C(=O)NCc2ccccc2)C(c2ccc(C)o2)n2ncnc2N1 (stereo unspecified)
  A: 25; B: 11%; C: 12; D: 5%; E: 9%; F: 26%; G: -4%; H: 4%

2. Cc1cccc(C)c1NC(=O)CSc1nnc(-c2ccncc2)n1Cc1ccco1
  A: 14; B: -8%; C: 2; D: 1%; E: 1%; F: 7%; G: 7%; H: -2%

3. C/C(=N\NC(=O)c1ccn(C)n1)c1ccc(NC(=O)C2CCCC2)cc1
  A: 17; B: 22%; C: 5; D: 11%; E: 1%; F: 11%; G: 0%; H: 21%

4. Cc1ccc2c(c1)CCCN2C(=O)CCc1nc2ccccc2c(=O)[nH]1
  A: 10; B: -17%; C: -7; D: 28%; E: 22%; F: 0%; G: 10%; H: x

5. Cc1ccccc1OC1C(=O)N(Cc2ccc3c(c2)OCO3)C1c1sccc1C (stereo unspecified)
  A: -3; B: -10%; C: -2; D: -2%; E: 16%; F: 2%; G: 15%; H: 5%

6. N#C/C(=C/C1=C(N2CCOCC2)C(=C/c2ccc(Cl)cc2Cl)/CC1)C(=O)Nc1ccccc1F
  A: 21; B: -23%; C: 23; D: 0%; E: 0%; F: -5%; G: 2%; H: -30%

7. CC(C)C1=C2CCCCC2NC(=O)N1 (stereo unspecified)
  A: -13; B: -16%; C: 1; D: 0%; E: 13%; F: -1%; G: 9%; H: -14%

8. CCC(=O)Nc1cccc(C2=NOC3(C2)C[C@H](C(N)=O)N(C(=O)Cc2ccc([N+](=O)[O-])cc2)C3)c1 (stereo partly specified)
  A: 5; B: 7%; C: 16; D: 9%; E: 1%; F: -4%; G: 10%; H: -2%

9. CS(=O)(=O)N1CCN(C(=O)c2cc3ccccc3oc2=O)CC1
  A: 15; B: -13%; C: 5; D: 9%; E: 5%; F: 1%; G: 8%; H: 7%

10. COc1ccc(N2CCN(C(=O)c3ccc(-c4nc(COc5ccccc5)c(C)o4)cc3)CC2)cc1
  A: x; B: -2%; C: -35; D: x; E: x; F: -36%; G: x; H: 7%

The list goes on (three carried over from the part before).
Keys: A = D3 antag; B = TDP43 rescue; C = D3 ag; D = EPAC2 antag; E = aSyn rescue; F = Abeta yeast res; G = EPAC2 ag; H = FUS yeast rescue
8. CCC(=O)Nc1cccc(C2=NOC3(C2)C[C@H](C(N)=O)N(C(=O)Cc2ccc([N+](=O)[O-])cc2)C3)c1 (stereo partly specified)
  A: 5; B: 7%; C: 16; D: 9%; E: 1%; F: -4%; G: 10%; H: -2%

9. CS(=O)(=O)N1CCN(C(=O)c2cc3ccccc3oc2=O)CC1
  A: 15; B: -13%; C: 5; D: 9%; E: 5%; F: 1%; G: 8%; H: 7%

10. COc1ccc(N2CCN(C(=O)c3ccc(-c4nc(COc5ccccc5)c(C)o4)cc3)CC2)cc1
  A: x; B: -2%; C: -35; D: x; E: x; F: -36%; G: x; H: 7%

11. CCOC(=O)C[n+]1c(C)csc1C
  A: 0; B: 8%; C: 5; D: 6%; E: -4%; F: 7%; G: -1%; H: -1%

12. CCOC(=O)c1c(NC(=O)C(C)OC(=O)C2=COCCO2)sc2c1CCCC2 (stereo unspecified)
  A: 42; B: 0%; C: -9; D: -18%; E: -1%; F: -6%; G: 8%; H: 21%

13. O=C(NN1C(=O)CSC1=S)C(=O)NN1C(=O)CSC1=S
  A: 12; B: 11%; C: 7; D: 1%; E: 3%; F: -31%; G: 2%; H: 15%

14. Cc1ccc(NC(=O)/C=C\C(=O)O)c([N+](=O)[O-])c1
  A: -2; B: u; C: -7; D: -1%; E: -6%; F: -5%; G: -5%; H: x

15. O=C(Nc1c(-c2ccc(F)cc2)nc2ccccn12)c1cccc(F)c1
  A: x; B: -9%; C: -21; D: x; E: x; F: -6%; G: x; H: -14%

16. COc1ccc(/C=C2\CN(Cc3ccccc3)C/C(=C\c3ccc(OC)c(O)c3)C2=O)cc1O
  A: -53*; B: -21%; C: -16; D: 7%; E: -1%; F: -9%; G: 26%; H: 32%

17. Cc1ncsc1C(=O)Nc1nc2c(s1)CCCC2
  A: 10; B: 10%; C: 1; D: 3%; E: -8%; F: -17%; G: -2%; H: x

18. O=C(Nc1cccc(N2C(=O)C3C4C=CC(C4)C3C2=O)c1)c1cccs1 (stereo unspecified)
  A: 23; B: 12%; C: 3; D: -5%; E: -2%; F: 6%; G: 9%; H: -25%

19. O=C(OCCN1CCCCC1)c1c[nH]c2ccccc12
  A: -57*; B: 12%; C: 0; D: 2%; E: -7%; F: -10%; G: 4%; H: -16%

20. N#Cc1ccc(C23CC4(C2)[C@H](CN(Cc2ccc(C(F)(F)F)cc2)[C@@H]4c2ccccc2)C3c2ccccc2)cc1 (stereo partly specified)
  A: -16; B: 1%; C: -30; D: 6%; E: 5%; F: 29%; G: -5%; H: 33%

21. COc1ccc(NC(=S)Nc2cccc(C(F)(F)F)c2)c(C)c1
  A: -3; B: 7%; C: 2; D: -13%; E: 0%; F: u; G: 3%; H: 3%

22. CCOc1ccccc1NC(=O)C1CCC(CNc2c(N3CCOCC3)c(=O)c2=O)CC1 (stereo unspecified)
  A: 8; B: 7%; C: 0; D: -5%; E: -1%; F: -15%; G: 5%; H: 6%

23. CN(C)C(CNC(=O)Nc1cccc(Cl)c1)c1cccnc1 (stereo unspecified)
  A: -52*; B: -4%; C: -4; D: 6%; E: 2%; F: -1%; G: 6%; H: 4%

24. C/C(=N\NC(=O)c1cc(-c2ccccn2)nc2ccccc12)c1cccc([N+](=O)[O-])c1
  A: -12; B: -8%; C: 1; D: -23%; E: -8%; F: -3%; G: 10%; H: 28%

25. O=C(NC(=S)NCc1ccc(-c2nc3ccccc3s2)cc1)c1ccco1
  A: 4; B: 3%; C: 3; D: -1%; E: -2%; F: 7%; G: 12%; H: x

26. CN(C)c1ccc(-c2cc(NC=O)c3ncc(-c4ccc(F)c(Cl)c4)n3c2)cc1
  A: 20; B: 22µM*; C: 0; D: 5%; E: -6%; F: -7%; G: 0%; H: u

27. c1ccc(-c2noc(CCC3CCCC3)n2)cc1
  A: -1; B: -9%; C: 6; D: 6%; E: 0%; F: -11%; G: -1%; H: -1%

28. CC(=O)Oc1ccc(N2C(=O)C3C(C2=O)C2C=CC3C23CC3)cc1[N+](=O)[O-] (stereo unspecified)
  A: 0; B: -2%; C: -3; D: -1%[57.1 µM]; E: 5%; F: 19%; G: 11%; H: -18%

29. COc1ccc(/C=C2\SC(=S)N(CC(=O)NC3C=CS(=O)(=O)C3)C2=O)cc1 (stereo unspecified)
  A: -16; B: -11%; C: 3; D: -1%; E: -3%; F: -14%; G: -4%; H: 37%

30. Cc1cc(C)nc(NC2=NCC(=O)N2c2cc(Cl)cc(Cl)c2)n1
  A: -4; B: -1%; C: -2; D: -2%; E: 6%; F: -1%; G: 5%; H: 7%

31. CCCn1c(=O)sc2cc(NC(=O)c3ccccc3OCC)ccc21
  A: x; B: 6%; C: 11; D: x; E: x; F: -6%; G: x; H: -19%

32. CC(=O)Nc1cccc(NC(=O)COC(=O)CO/N=C(\C)c2ccc3c(c2)OCO3)c1
  A: 17; B: -23%; C: -2; D: -1%; E: 0%; F: 4%; G: -1%; H: 6%

33. COC(=O)c1ccc(/C=N/OCC(=O)NCCc2ccc(OC)c(OC)c2)cc1
  A: 18; B: 9%; C: 11; D: 9%; E: 1%; F: 10%; G: -3%; H: -5%

34. Cc1cc(C)cc(NC(=O)COc2coc(CN3CCc4ccccc4C3)cc2=O)c1
  A: 23; B: 21%; C: 5; D: 6%; E: 1%; F: 2%; G: -3%; H: 7%

35. Cc1ccc(S(=O)(=O)/N=C2\C(=O)c3ccccc3C([O-])=C2n2cc[n+](CCC(C)C)c2)cc1
  A: -76*; B: -21%; C: 12; D: 8%; E: 16%; F: -12%; G: -7%; H: -8%

36. CCCCN(C)CCC(=O)Nc1ccc(OC)cc1OC
  A: u; B: 12%; C: -5; D: -6%; E: -1%; F: -3%; G: 5%; H: 18%

37. O=C(O)c1cc2c(cc1Cl)N1CCCCCC1=NS2(=O)=O
  A: 5; B: -8%; C: 2; D: 12%; E: 2%; F: 3%; G: 2%; H: -40%

38. CC(=O)c1c(C)[nH]c(C(=O)OCC(=O)Nc2c(C)n(C)n(-c3ccccc3)c2=O)c1C
  A: 3; B: -16%; C: 7; D: 4%; E: -3%; F: 4%; G: 4%; H: 21%

39. CCN(CC)S(=O)(=O)c1ccc2c(c1)N(CC(=O)Nc1ccc(OC)cc1)C(=O)CS2
  A: x; B: 12%; C: -12; D: x; E: x; F: -23%; G: x; H: 34%

40. CCOc1ccc(C(CC(=O)Nc2ccc(C(=O)OC)cc2)N2Cc3ccccc3C2=O)cc1OC (stereo unspecified)
  A: x; B: 13%; C: 4; D: x; E: -6%; F: 0%; G: x; H: -7%

41. CCOC(=O)CSc1nnc(-c2ccc([N+](=O)[O-])cc2)o1
  A: -17; B: -18%; C: -9; D: 3%; E: -6%; F: -10%; G: 1%; H: -3%

42. CCc1noc(C)c1C(=O)OC(C)C(=O)Nc1ccc2c(c1)OCO2 (stereo unspecified)
  A: 1; B: 20%; C: 0; D: 3%; E: -7%; F: -10%; G: -5%; H: x

43. CCOC(=O)c1cc(C#N)c(Oc2ccccc2OC)nc1-c1ccccc1
  A: -24; B: 1%; C: -9; D: -7%; E: 11%; F: -4%; G: 6%; H: -8%

44. O=C(NC1CCCCC1)c1ccc(CSc2nc3ccncc3n2Cc2ccc(F)cc2)cc1
  A: x; B: 18%; C: -16; D: x; E: x; F: -2%; G: x; H: -36%

45. CCCCn1c(CCNC(=O)c2cccs2)nc2ccccc21
  A: -10; B: 14%; C: 0; D: -4%; E: 0%; F: 11%; G: 0%; H: x

46. O=C1NCCc2c1[nH]c1ccccc21
  A: 10; B: 28%; C: 1; D: 5%; E: -1%; F: 25%; G: -6%; H: -9%
